Ecoli viability = bacterial growth inhibition, counter-screen for AddAB inhibitors. E. coli V3065 growth, OD600 absorbance, 18 h. inhibition, % at 11.9 µM. actives 0.27% (n = 330,000);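 active = inhibition above the campaign's mean inhibition across all tested compounds plus 3 SD, cut at about 9.9% in these data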;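 also: uninfected addAB+ strain grown without phage in ampicillin broth; 0% = DMSO wells and 100% = ciprofloxacin 0.95 µg/ml wells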
Tat export inh = inhibitors of E. coli Tat protein transport. E. coli MC4100 TorA-mCherry Tat export, fluorescence. inhibition, % at 10 µM. actives 0.036% (n = 340,000). AID 488895;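 active = mean replicate inhibition at least 50% and at least half of replicates individually reaching 50%; inconclusive = only one of the two criteria met; inactive = neither criterion met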;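 also: exported cargo escapes ClpAP degradation while cytoplasmic cargo is degraded and loses fluorescence; 0% = median of neutral control wells and 100% = median of NaSCN control wells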
CAL PDZ FP-1 = inhibitors of human CAL PDZ peptide binding; inhibition, % at 20 µM; purified CAL PDZ, TMR-peptide fluorescence polarization, 1 h; Q9HD26; AID 504414; actives 0.02% (n = 330,000);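 active = highest replicate inhibition of at least 40%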;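 also: plate controls were DMSO neutral control wells for no effect and unlabeled competitor peptide control wells for full effect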
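Test system: tagged CAL PDZ domain / Buffer or medium: sodium phosphate/NaCl buffer pH 7.4 with TCEP, IgG, Thesit / Reagent: TMR-labelled reporter peptide T*-PRC34 bound in PDZ groove / Compound dosing: single point, 20 µM / Schedule: 1 h incubation at room temperature before polarization reading / Technique: fluorescence polarization (mP) / Benchmarks: unlabelled peptide, DMSO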
CAL PDZ FP-2 = inhibitors of human CAL PDZ peptide binding; purified CAL PDZ, TMR-peptide fluorescence polarization, 1 h; inhibition, % at 24.9 µM; actives 0.92% (n = 300,000); AID 602252;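 active = mean inhibition of at least 30% with at least half of replicates also reaching 30%; inconclusive = no clear call, values can overlap the other calls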;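 also: 0% = DMSO neutral control and 100% = excess unlabeled competitor peptide PRC23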
MITF act = activators of MITF-driven TRPM1 promoter activity in SK-MEL-5 cells. AID 588334. activation, % at 12.5 µM. SK-MEL-5 TRPM1-promoter luciferase, 24 h; % of positive control, neutral wells = 0. actives 0.75% (n = 300,000);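 active = mean activation of at least 80% with every replicate also reaching 80%; inconclusive = mean reaches 80% but some replicate falls short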;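 also: 0% = neutral control wells and 100% = parthenolide positive control wells; values of inactives mirror those of a sister screen read the other way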
AddAB inh = less growth of phage-infected E. coli with AddAB | E. coli expressing H. pylori AddAB, absorbance growth | inhibition, % at 11.9 µM | actives 0.29% (n = 330,000) | AID 435030; in the data active = inhibition above about 12%;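 also: 0% = vehicle wells of infected cells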
Wnt bcat act = activators of Wnt/beta-catenin signaling. Wnt/beta-catenin reporter cell assay, activator, plate reader. actives 1.2% (n = 300,000). activation, % at 9.35 µM; in the data active = activation above about 30%, passing the limit was not always enough; inconclusive = no clear call, values can overlap the other calls;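 also: 0% = neutral control wells and 100% = positive control wells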
phage Ecoli inh = E. coli growth loss with phage present; growth absorbance; AID 651602; inhibition, % at 11.9 µM; actives 0.26% (n = 360,000); in the data active = inhibition above about 11%
SR-BI uptake up = enhances SR-BI lipid uptake from DiI-HDL | CHO ldlA[mSR-BI] cells, DiI-HDL uptake fluorescence, 3 h; 100 = double the neutral-control signal | actives 0.096% (n = 320,000) | AID 504775 | activation, % at 12.5 µM;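 active = mean replicate activation of at least 60% and every replicate at or above 60%; inconclusive = mean or all-replicate condition met, but not both; inactive = mean below 60% and not all replicates reaching 60%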;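 also: 0% = median plate neutral-control signal and 100% = twice that signal; values of inactives mirror those of a sister screen read the other way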
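System: LDL receptor-deficient CHO ldlA cells overexpressing murine SR-BI | Timing: 3 h uptake period with compound, 37 °C | Medium: HEPES-buffered (25 mM, pH 7.4) F12 plus 0.5% BSA | Dosing: Single-point compound dose | Signal: Bottom-read fluorescence, 550/595 nm | Read-out: Retained DiI signal reflecting DiI-HDL uptake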
SR-BI DiI inh = inhibitors of mouse SR-BI mediated HDL lipid uptake. inhibition, % at 12.5 µM. ldlA[mSR-BI] CHO cells, DiI-HDL uptake fluorescence, 3 h. actives 0.96% (n = 320,000);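 active = mean replicate inhibition of at least 70% and a set share of replicates each scoring 70 or more; inconclusive = meets just one of the two criteria; inactive = fails both criteria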;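 also: 0% = median of neutral control wells and 100% = median of positive control wells; values of inactives mirror those of a sister screen read the other way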
Target sequence (Q61009 whole entry, looked up): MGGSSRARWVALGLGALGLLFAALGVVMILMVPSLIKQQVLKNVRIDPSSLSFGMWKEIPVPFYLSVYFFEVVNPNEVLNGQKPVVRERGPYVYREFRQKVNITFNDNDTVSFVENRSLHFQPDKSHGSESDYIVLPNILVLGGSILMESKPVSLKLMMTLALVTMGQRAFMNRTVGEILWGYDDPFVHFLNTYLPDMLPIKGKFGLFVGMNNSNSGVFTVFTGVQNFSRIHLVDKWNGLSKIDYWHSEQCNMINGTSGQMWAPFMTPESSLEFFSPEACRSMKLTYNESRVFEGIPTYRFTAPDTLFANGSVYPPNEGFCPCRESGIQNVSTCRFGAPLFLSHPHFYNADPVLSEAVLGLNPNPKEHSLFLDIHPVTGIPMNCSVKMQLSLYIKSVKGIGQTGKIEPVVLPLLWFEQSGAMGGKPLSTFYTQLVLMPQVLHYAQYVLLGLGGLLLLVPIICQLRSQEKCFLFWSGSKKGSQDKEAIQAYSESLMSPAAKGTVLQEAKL
Active calls of the source: *; ? = inconclusive; . = not tested or not shown. An unsorted share of the library; about 3.6% have a hit in one of these screens.

SMILES	Ecoli viability	Tat export inh	CAL PDZ FP-1	CAL PDZ FP-2	MITF act	AddAB inh	Wnt bcat act	phage Ecoli inh	SR-BI uptake up	SR-BI DiI inh
Cc1[nH][nH]c(=O)c1C(c1ccc(-c2ccccc2C(=O)O)o1)c1c(C)[nH][nH]c1=O	-2.6	0	0.1	0	-2	1.7	1	4.5	4	-4
CCCC/C(O)=C1\C(=O)CCCC1=NCCc1c(C)[nH]c2ccccc12	-0.5	4	-3.8	0	6	0.2	-3	2.8	.	.
CCOC(=O)CN1C(=O)C(Sc2n[nH]c(-c3ccc(O)cc3)n2)CCc2ccccc21 (centres undefined)	0.0	5	-3.2	3	-12	4.5	-1	0.0	.	.
Oc1ccc(C2C[C@H]3CC[C@@H]2C3)cc1O (some centres undefined)	-0.6	7	-0.7	-9	19	0.3	2	0.0	10	-10
O=C(Nc1ccnc(=O)[nH]1)c1sc2ccccc2c1Cl	-0.2	-1	0.1	2	48	-1.0	?	-0.6	9	-9
CC(=O)c1ccc(Sc2ccccc2)c([N+](=O)[O-])c1	0.7	-10	0.1	-4	.	2.1	2	0.6	-17	17
CN(CC(O)COCc1cccs1)C1CCCCC1 (centres undefined)	2.0	-5	-0.1	-1	-7	0.5	.	2.0	11	-11
CCCCc1nc2cc(C(=O)NC(C)c3cnn(C)c3)ccc2o1 (centres undefined)	-1.0	-4	-1.8	5	44	2.3	19	1.6	12	-12
CC(=O)Nc1ccc(S(=O)(=O)NCC(=O)OCC(=O)NC(=O)c2cccn2C)cc1	1.9	1	1.0	0	-15	0.3	-2	-0.9	3	-3
CCCS(=O)(=O)N1CCCC(C(=O)NCc2ccc(C)cc2)C1 (centres undefined)	-0.5	1	-0.3	-2	-4	-0.8	.	4.5	-8	8
Cc1csc(NC(=O)CSc2nnc(-c3ccncc3)o2)n1	-3.4	-1	-0.6	.	19	0.4	.	-3.2	16	-16
CCOC(=O)c1sc(NN=C(C(=O)OC)C(=O)OC)c(C(=O)OCC)c1C	-0.5	0	-0.2	-1	12	0.7	.	5.8	-74	74*
O=[N+]([O-])c1c(Nc2ccc(O)cc2)cc(N2CCOCC2)c2nonc12	-1.6	0	-1.6	1	-14	3.2	-5	2.8	-7	7
Cc1cc(C(=O)CN2C(=O)NC3(CCCc4ccccc43)C2=O)c(C)n1Cc1cccs1 (centres undefined)	1.5	8	-0.7	.	.	2.0	0	2.6	-22	22
COc1cc(Cl)ccc1NC(=O)COc1ccccc1C(=O)NN	-0.2	-1	-1.5	.	-17	3.2	1	-0.2	-28	28
CC1(C(=O)O)CCC(C(=O)N2CCCCC2)C1(C)C (centres undefined)	0.8	3	-0.4	0	8	0.7	-2	2.9	8	-8
O=C(COc1ccc(Cl)cc1)Nc1ncc([N+](=O)[O-])s1	.	-5	-2.8	2	15	.	38*	3.3	-15	15
O=C(c1cc(C2CC2)nn1-c1ccccc1)N1CCN(c2ccc(O)cc2)CC1	.	5	-1.4	-2	3	.	-1	2.7	-30	30
COc1cc(O)cc(/C=C/c2ccccc2)c1	.	-1	-0.1	.	79	.	-3	4.0	-29	29
Cc1cccc(C)c1NC(=O)CNc1ncnc2sc(C)c(C)c12	1.6	-10	-1.7	0	-16	4.8	-8	5.1	27	-27
CCC(=O)Nc1nnc(/C=C/c2ccccc2)s1	-2.4	-6	-1.7	5	76	-0.5	1	2.4	-27	27
CCOC(=O)c1ccc(NC(=O)CNNC(=O)COc2ccccc2C)cc1	-1.0	-3	-1.5	10	4	1.7	-1	0.7	-14	14
CCOc1ccccc1NC(=O)Nc1ccc2c(c1)OCO2	1.7	2	-1.4	-3	22	0.6	7	0.7	-57	57
Cc1oc2cc(O)ccc2c(=O)c1Oc1ccc(F)cc1	-1.2	0	-2.0	-3	-10	0.8	-1	-0.2	22	-22
CCn1c(SC(C)C(=O)Nc2nnc(C)s2)nnc1-c1ccco1 (centres undefined)	0.1	7	-3.0	-5	-4	-0.3	11	2.2	.	.
COC(=O)c1cc(C(=O)N2CCOCC2)cc([N+](=O)[O-])c1	0.3	1	-1.2	-2	2	-1.0	0	1.4	5	-5
Cc1ccc(NC(=O)C(=O)c2c(-c3ccccc3)cc3ccccn23)cc1S(=O)(=O)N1CCOCC1	1.6	2	-3.3	-1	.	3.3	.	0.2	-39	39
CN(C(=O)c1ccc(S(=O)(=O)c2cccc(Cl)c2)c([N+](=O)[O-])c1)C1CCCCC1	2.8	8	0.0	2	-49	2.8	-15	2.9	-44	44
COC(=O)Nc1cc([N+](=O)[O-])ccc1OC	2.5	5	-3.3	-3	-3	5.3	-1	1.4	-5	5
Cc1cc(NC(=O)c2cc([N+](=O)[O-])cc([N+](=O)[O-])c2)n(-c2ccccc2)n1	2.0	-5	-2.3	0	6	3.5	.	3.4	-20	20
O=C(COc1ccc([N+](=O)[O-])cc1)N1CCc2ccccc2C1	0.3	3	0.6	-1	-4	-0.5	0	3.5	9	-9
COc1ccc(NC(=O)Cn2c(=O)cnc3ccccc32)cc1S(=O)(=O)N1CCCCC1	1.1	1	-3.3	-3	-8	1.9	2	1.9	-40	40
CCC(=O)c1ccc(OC(=O)N2CCOCC2)cc1	-1.9	1	0.2	-4	.	2.5	5	1.1	3	-3
O=C(Cn1nc(Cc2cccnc2)c2ccccc2c1=O)NCc1ccc(F)cc1	1.2	1	-0.3	.	.	-1.1	-8	3.6	-8	8
O=C(NC1CCCC1)C1CCN(S(=O)(=O)c2ccccc2)CC1	-0.8	8	0.8	-2	-3	2.0	-1	-0.1	.	.
COc1ccc(OCc2cc(C(=O)NC(C)c3cnn(C)c3)no2)c(Cl)c1 (centres undefined)	0.2	2	-2.6	-2	81*	0.5	25	2.6	.	25
CC(C)Nc1nc(NC(C)C)nc(Oc2ccc(=O)n(C)n2)n1	0.9	-6	-2.5	-6	4	2.7	4	3.8	10	-10
COc1ccccc1C(=O)NC(=O)COC(=O)c1ccc(NC(=O)CC#N)cc1	0.9	2	-1.8	3	0	-0.9	-2	1.0	-19	19
CC(=O)C1=C(C)N(Cc2ccccc2)C(=O)N[C@H]1c1cccs1	1.1	7	0.3	-3	-10	2.9	-1	2.4	-15	15
CCCC(=Nc1ccc(N)cc1)C1=C(O)C(C(=O)OC)C(C)(C)CC1=O (centres undefined)	1.2	-13	-1.7	.	-8	2.5	.	-0.3	-13	13
COc1ccc(S(=O)(=O)Nc2cc(SCC(=O)O)c(O)c3ccccc23)cc1	-2.5	-4	28	22	-64	-0.5	8	1.1	3	-3
O=C(NN1C(=O)/C(=C/c2cccnc2)SC1=S)C(c1ccccc1)c1ccccc1	1.6	2	-2.6	.	-7	5.3	-1	6.3	12	-12
CCOC(=O)C1(Cc2ccccc2C(F)(F)F)CCN(C2CCC2)CC1	2.0	5	-0.7	2	4	2.2	-1	5.0	23	-23
c1ccc(CSc2nnc(-c3ccco3)o2)cc1	3.2	5	-1.9	-7	.	4.8	26	-0.4	9	-9
COC(=O)c1nn(-c2ccccc2)nc1-c1nn(-c2ccccc2)nc1C(=O)OC	0.6	4	-1.5	-5	34	1.6	.	3.4	-25	25
COCn1c(=O)c2c(nc(SC3=NCCS3)n2Cc2ccccc2C)n(COC)c1=O	-4.4	5	-2.2	0	10	1.6	.	-0.5	14	-14
COc1ccc(CNC(=O)C2(CC3CC(c4ccccc4)=NO3)CCN(C(=O)OC(C)(C)C)CC2)cc1 (centres undefined)	-3.3	1	-0.8	-4	-7	1.9	-2	1.2	18	-18
NC(=O)c1ccc(N2CCCCC2)c(N2C(=O)C3C4C=CC(C4)C3C2=O)c1 (centres undefined)	-1.7	-5	.	-3	-7	-1.2	.	1.2	4	-4
O=c1c2ccccc2oc2cc(-c3ccc4[nH]ccc4c3)ccc12	0.2	7	-0.1	-41	54	0.8	10	-0.3	-38	38
CCc1cc(CNC(=O)c2ccc3nc(Cc4ccc(OC)c(OC)c4)oc3c2)on1	0.9	1	-2.8	-5	-13	3.6	1	0.6	1	-1
OCCN1CCN(Cc2cc(Br)cc(Br)c2O)CC1	-1.6	-1	-0.7	.	-5	-0.5	.	2.0	-4	4
COc1cccc(N2C(=O)CC(N3CCC(C(N)=O)(N4CCCCC4)CC3)C2=O)c1 (centres undefined)	-0.7	-4	0.0	-2	-11	0.0	.	0.2	30	-30
CCCCCN1C(C)=CC(=C(C#N)C#N)C=C1C	-0.5	1	-0.5	-8	1	1.3	5	3.9	0	0
Cn1nnnc1NC(=O)c1ccccc1Cl	-1.2	-22	12	4	-8	4.1	-2	2.0	19	-19
S=C(Cc1ccc(-c2ccccc2)cc1)N1CCOCC1	1.5	.	.	.	.	8.4	3	1.0	.	.
Cc1cc(C)n2nc[n+](C)c2n1	-2.0	-12	-0.6	-5	5	4.8	.	0.6	1	-1
O=C(c1ccco1)N1CCN(c2ccc(F)cc2)CC1	0.9	1	-1.9	-2	-4	5.0	9	5.4	-14	14
COc1cc(OC)c(OC)cc1/C=N/NC(=O)CSc1ccccc1F	-4.2	5	-0.6	0	5	0.6	0	1.1	-15	15
CCn1c(SCC(=O)NCCc2ccc(Cl)cc2)nnc1-c1cccs1	-1.2	7	-2.5	0	-12	1.3	.	2.6	-9	9
O=C(COc1cccc2cccnc12)NNC(=O)Nc1ccccc1	0.2	-14	-0.9	-1	5	-1.0	-2	4.3	15	-15
Next section.
SMILES	Ecoli viability	Tat export inh	CAL PDZ FP-1	CAL PDZ FP-2	MITF act	AddAB inh	Wnt bcat act	phage Ecoli inh	SR-BI uptake up	SR-BI DiI inh
O=C(NCCCN1CCc2ccccc2C1)C1CCN(c2nnc(-n3cccc3)s2)CC1	-1.4	-2	0.3	.	-7	0.3	7	1.1	-7	7
O=C(O)COc1ccccc1/C=N/NC(=O)CSc1nc2ccccc2n1Cc1ccc(Cl)cc1	1.8	4	-2.6	-6	-7	-2.6	-2	0.1	-7	7
CCCN(CCC)CCCNC(=O)C1CCN(S(=O)(=O)c2cccc3nsnc23)CC1	1.0	8	-2.2	6	1	1.0	0	-0.1	-1	1
CCN(CC(=O)Nc1ccc2c(c1)OCCO2)C(=O)CC(NC(C)=O)c1ccccc1 (centres undefined)	0.2	-13	-2.5	-2	-3	1.7	4	4.6	15	-15
CC(=O)c1cccc(NC(=O)CN2C(=O)NC(C)(C)C2=O)c1	-1.6	-3	-5.9	0	9	-1.2	5	0.5	9	-9

Compound activity as filed in PubChem.
